Assay outcomes (PubChem BioAssay)
MITF primary = human MITF inhibition, primary screen. O75030. AlphaScreen MITF homodimerization, bead proximity signal. inhibition, % at 2.6 µM. 650,000 tested, 0.91% active. AID 1259374; in the data active means inhibition above about 50%;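 further: 0% = vehicle wells with protein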
Target sequence (O75030 whole entry, looked up): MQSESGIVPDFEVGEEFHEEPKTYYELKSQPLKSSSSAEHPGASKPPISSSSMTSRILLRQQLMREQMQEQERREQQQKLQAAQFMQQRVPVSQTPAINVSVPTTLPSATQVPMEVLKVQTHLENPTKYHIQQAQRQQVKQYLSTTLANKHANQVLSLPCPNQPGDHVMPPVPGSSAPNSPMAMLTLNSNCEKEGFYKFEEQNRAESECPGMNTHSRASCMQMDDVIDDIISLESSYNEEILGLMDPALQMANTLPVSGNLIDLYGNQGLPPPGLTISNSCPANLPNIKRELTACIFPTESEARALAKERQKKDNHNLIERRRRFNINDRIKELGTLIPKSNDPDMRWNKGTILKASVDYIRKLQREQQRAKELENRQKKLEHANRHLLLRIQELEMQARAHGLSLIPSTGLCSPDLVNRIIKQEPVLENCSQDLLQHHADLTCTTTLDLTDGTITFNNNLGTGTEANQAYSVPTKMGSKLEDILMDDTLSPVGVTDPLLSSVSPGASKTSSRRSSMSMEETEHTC
FBW7 act = human FBW7 E3 ligase activation, primary screen; Q969H0; AlphaScreen FBW7–phospho-cyclin E peptide binding, activator screen; normalized activity (activation), % at 26.1 µM; 650,000 tested, 0.13% active; AID 1259310; in the data active means normalized activity above about 1.9%;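 further: purified mutant Fbw7 with reduced substrate affinity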
GPR151 activ = activates the human receptor GPR151; 650,000 tested, 1% active; activation, % at 11.2 µM; PathHunter beta-arrestin GPR151 cells, luminescence; in the data active means activation above about 4.9%;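 further: 0% = median of compound wells and 100% = cells with positive control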
Target sequence (Q8TDV0 whole entry, looked up): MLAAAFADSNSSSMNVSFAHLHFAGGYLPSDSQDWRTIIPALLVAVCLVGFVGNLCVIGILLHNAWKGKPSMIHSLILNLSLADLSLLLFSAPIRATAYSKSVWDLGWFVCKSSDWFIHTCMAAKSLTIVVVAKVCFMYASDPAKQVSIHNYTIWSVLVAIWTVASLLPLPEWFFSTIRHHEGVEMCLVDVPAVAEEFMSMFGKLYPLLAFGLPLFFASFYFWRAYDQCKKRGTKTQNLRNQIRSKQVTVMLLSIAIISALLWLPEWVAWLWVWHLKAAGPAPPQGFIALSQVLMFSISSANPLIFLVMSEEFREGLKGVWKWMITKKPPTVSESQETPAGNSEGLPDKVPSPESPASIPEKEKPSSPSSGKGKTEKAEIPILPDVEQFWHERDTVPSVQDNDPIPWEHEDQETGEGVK
TEAD-YAP inh = TEAD-YAP interaction inhibition | HEK-TIYL cells, TEAD-Gal4/YAP UAS-luciferase luminescence | inhibition, % at 9.12 µM | 640,000 tested, 1.4% active | AID 1259422; in the data active means inhibition above about 32%;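 further: 0% = median of test compound wells and 100% = reference inhibitor wells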
* hit, by the source's call; nt = no result given; & = joins results of further samples.

A first look (six entries):
Second line of a record: MITF primary	TEAD-YAP inh	GPR151 activ	FBW7 act
CC(=O)O/N=C1/C(C)=C(C#N)C2C1C2(C)C (configuration not stated)
  6	10	-0.6	0.2
CCCCN(C)C(=O)C(Cc1ccccc1)NS(=O)(=O)c1ccc2c(c1)CCC(=O)N2 (configuration not stated)
  2	4	0.6	0.1
Cc1cc(C)c(NS(=O)(=O)N(C)C)c(C)c1
  14	4	0.3	0.1
CN(C)CCOC(=O)C12CC3CC(C)(CC(C)(C3)C1)C2
  11	-11	-1.2	0.9
O=C(NCCO)c1cc2ccccc2oc1=O
  -9	1	0.1	0.0
COc1ccc(S(=O)(=O)N(C)CC(=O)NCc2ccncc2)cc1OC
  -14	-1	2.6	0.3

All compounds of this part, from the start:
Second line of a record: MITF primary	TEAD-YAP inh	GPR151 activ	FBW7 act
CC(=O)O/N=C1/C(C)=C(C#N)C2C1C2(C)C (configuration not stated)
  6	10	-0.6	0.2
CCCCN(C)C(=O)C(Cc1ccccc1)NS(=O)(=O)c1ccc2c(c1)CCC(=O)N2 (configuration not stated)
  2	4	0.6	0.1
Cc1cc(C)c(NS(=O)(=O)N(C)C)c(C)c1
  14	4	0.3	0.1
CN(C)CCOC(=O)C12CC3CC(C)(CC(C)(C3)C1)C2
  11	-11	-1.2	0.9
O=C(NCCO)c1cc2ccccc2oc1=O
  -9	1	0.1	0.0
COc1ccc(S(=O)(=O)N(C)CC(=O)NCc2ccncc2)cc1OC
  -14	-1	2.6	0.3
O=c1c(Cl)c(N2CCC3(CC2)OCCO3)cnn1C12CC3CC(CC(C3)C1)C2
  8	0	-0.3	-0.2
O=C(C1CC(Cc2ccccc2Cl)=NO1)N1CCc2ccccc2C1 (configuration not stated)
  -15	7	2.5	0.1
Cc1cc2c(cc1C)-c1c(ssc1=Nc1ccc(Cl)cc1)C(C)(C)N2
  -3	-9	1.4	-0.1
CCOC(=O)C1(c2ccccc2)CCN(C(=O)c2[nH]c3ccc(OCc4ccccc4)cc3c2C)CC1
  -1	-10	0.1	0.0
COc1ccc(S(=O)(=O)CCC(=O)Nc2ncc(Br)s2)cc1
  -78	-1	-0.8	-0.2
O=C1c2ccccc2C(=O)N1c1ccc(Oc2ccc(Cl)cc2)cc1
  3	13	1.8	0.0
COc1cc(/C=C2\SC(=Nc3ccc(F)cc3)NC2=O)c([N+](=O)[O-])cc1OC
  -8	6	0.9	-0.6
Nc1nonc1-n1nnc(C(=O)N/N=C/C=C/c2ccccc2)c1CN1CCCCCC1
  -8	-3	0.5	-0.1
O=C(NCCCN1CCCC1=O)c1cccc(Nc2ccccc2)n1
  7	9	1.3	0.0
O=C(O)C1CSC(c2ccc(OCc3ccccc3F)cc2)N1 (configuration not stated)
  -9	-17	-3.8	-0.1
CNc1nc(-c2ccc3c(c2)CC(C)N3S(C)(=O)=O)cs1 (configuration not stated)
  -2	44*	-0.6	-0.2
O=C(/C=C/c1ccc(F)cc1)NNC(=O)CCN1CCN(Cc2ccccc2)CC1
  -2	-9	-0.1	0.1
O=C(/C=C/c1cccc([N+](=O)[O-])c1)Nc1ccc(Oc2ccc(Br)c3ccccc23)c(Cl)c1
  -9	11	0.5	0.1
O=C(Nc1ccc(N2CCCN(C(=O)C3CC3)CC2)cc1)c1ccc(-n2cccc2)cc1
  9	33*	2.4	0.2

Record cards, as listed above.
O=C(Nc1ccc(N2CCCN(C(=O)C3CC3)CC2)cc1)c1ccc(-n2cccc2)cc1 reads MITF primary: 9; TEAD-YAP inh: 33*; GPR151 activ: 2.4; FBW7 act: 0.2
CCCCN(C)C(=O)C(Cc1ccccc1)NS(=O)(=O)c1ccc2c(c1)CCC(=O)N2 (configuration not stated) reads MITF primary: 2; TEAD-YAP inh: 4; GPR151 activ: 0.6; FBW7 act: 0.1

Later entries
Second line of a record: MITF primary	TEAD-YAP inh	GPR151 activ	FBW7 act
Oc1ccccc1/C=N/Nc1ccc(C(F)(F)F)cn1
  5	-8	1.4	-0.1
CC1=C(C(=O)OCCc2ccccc2)C(c2cccc(O)c2)C2=C(CCCC2=O)N1 (configuration not stated)
  -1	13	-0.5	0.1
CC1=C(C(=O)OC(C)C)C(c2cccc(Oc3ccccc3)c2)C(C(=O)OC(C)C)=C(C)N1
  -6	7	-0.6	-0.1
CC(=O)NCc1nnc2n1CCN(Cc1ccc(C)c(C)c1)CC2
  -5	-7	1.1	-0.1
CN(C)c1ccc(/C=C(\C#N)c2nc3ccccc3[nH]2)cc1Br
  7	-3	-1.1	0.0
COc1ccc2oc(=Nc3ccccc3F)c(C(=O)Nc3ccccc3)cc2c1
  1	-23	-0.8	0.1
CCOC(=O)CCn1nnc(N)n1
  15	-3	-1.6	0.1
COc1ccc(COC(=O)C2=C(C)NC3=C(C(=O)CCC3)C2c2ccc(O)c(OC)c2)cc1 (configuration not stated)
  14	-1	1.7	0.3
C=CCOC(=O)C1=C(C)NC(=O)NC1c1ccc(OC)cc1 (configuration not stated)
  15	3	-0.6	0.0
CCOc1ccc(S(=O)(=O)n2nc(C)cc2C)cc1C
  -12	-18	-0.1	-0.3
O=C(Nc1ccc(-n2cccn2)cc1)C1CC12CCN(C(=O)/C=C/c1cccs1)CC2 (configuration not stated)
  14	10	-0.4	0.1
COc1ccc(O)c(/C=N/NC(=O)c2cc([N+](=O)[O-])cc([N+](=O)[O-])c2)c1
  20	-9	7.0*	0.4
CCOC(=O)N1CCc2c(sc(NC(=O)c3ccc(S(=O)(=O)N4CCCCC4C)cc3)c2C(=O)OC)C1 (configuration not stated)
  -2	-3	-1.2	0.0
CC(C)CC(NC(=O)CN(C)C)c1nnc2n1CCN(C(=O)C1CCCCC1)CC2 (configuration not stated)
  -23	7	1.6	0.0
CCOC(=O)CC(=O)CSc1nc2sc(C(=O)OCC)c(C)c2c(=O)n1Cc1ccc(C)cc1
  0	7	0.6	-0.1
Cc1ccc(-n2c(C)nnc2SCC(=O)NCc2ccccc2)cc1C
  6	-2	2.6	0.2
C=CCNC(=O)C(=O)NCC1OCCCN1S(=O)(=O)c1ccc(F)c(C)c1 (configuration not stated)
  12	7	1.1	0.1
COc1ccccc1NC(=O)NNC(=O)CCN1CCOCC1
  -3	-3	-0.3	0.6
Cc1cc(C(=O)NCCCc2ccccc2)no1
  -14	-17	0.4	-0.1
CN(C)c1nc2c(c(=O)n(C)c(=O)n2C)n1CC(=O)c1ccccc1
  1	5	2.9	-0.1
COc1ccc(C2C(C(=O)NCC3CCCO3)c3ccccc3C(=O)N2Cc2ccc(F)cc2)cc1 (configuration not stated)
  -2	1	0.4	0.0
CCCCNCCCCOc1c(OC)cccc1OC
  16	-2	1.0	-0.2
CCc1ccc(NC(=O)CN(c2cc(Cl)ccc2OC)S(C)(=O)=O)cc1
  6	-7	-0.4	0.0
Cc1ccc(/C=C/c2nc(N)nc(-c3ccccc3O)n2)o1
  -22	-7	0.3	0.1
COc1ccc(N(Cc2cc3cc(OC)ccc3[nH]c2=O)S(C)(=O)=O)cc1
  -10	1	-0.7	0.1
CCCNC(=O)c1ccc2nc(NCCN3CCOCC3)sc2c1
  10	-54	-2.1	0.0
Cc1ccc(NC(=O)c2cn(NC(=O)c3cnccn3)c(=O)c3ccccc23)cc1F
  8	9	0.5	-0.7
C=CCN1c2ccccc2[C@]23CCC(=O)N(CCOC)C2=NC(C(=O)OC)=C(C(=O)OC)[C@H]13
  -2	nt	-1.4	0.0
O=C1CC(c2ccc(Cl)c(Cl)c2)c2ccc3ccccc3c2N1 (configuration not stated)
  9	1	-0.6	0.1
CC(C)n1c2ccccc2c2nnc(SCC(=O)N3CCOCC3)nc21
  8	-6	-1.3	-0.1
CCOC(=O)C1CCN(C(=O)C(CC)n2c3ccccc3c3nc(=O)cc(C)n32)CC1 (configuration not stated)
  14	0	-0.5	-0.1
COc1ccc(Cl)cc1NC(=O)CSC1=C(C#N)C(c2ccco2)C(C(=O)Nc2ccccc2OC)=C(C)N1 (configuration not stated)
  0	12	-1.7	0.1
O=C(NC(=S)NNC(=O)c1cc2ccccc2cc1O)c1ccco1
  14	35*	-0.6	-0.4
O=C(O)c1ccc2c(c1)[C@@H]1C=CC[C@@H]1[C@H](c1c(F)cccc1Cl)N2
  9	40*	0.0	0.0
COc1cccc(C(O)c2nccn2C)c1 (configuration not stated)
  10	-5	-0.3	0.1
CCOC(=O)c1sc(NC(=O)CSc2nnc(CNC(=O)c3ccccc3F)n2C)c(C(=O)OCC)c1C
  1	2	0.6	0.0
CC(C)(C)n1nnnc1C(c1ccc2ncccc2c1)N1CCSCC1 (configuration not stated)
  65*	-2	-0.3	0.1
COc1ccc(NC(=O)N2CCN(CCC#N)CC2)cc1
  -11	0	-0.1	0.1
CCN(CC)C(=O)CSc1nnnn1-c1c(C)cccc1C
  -8	-8	-1.5	-0.1
c1ccc2c(c1)OCCOCCOCCOCCOc1ccccc1OCCOCCOCCO2
  8	12	1.0	0.0

Overlap with the part before: 3 entries, followed by the next part.
Second line of a record: MITF primary	TEAD-YAP inh	GPR151 activ	FBW7 act
COc1ccc(NC(=O)N2CCN(CCC#N)CC2)cc1
  -11	0	-0.1	0.1
CCN(CC)C(=O)CSc1nnnn1-c1c(C)cccc1C
  -8	-8	-1.5	-0.1
c1ccc2c(c1)OCCOCCOCCOCCOc1ccccc1OCCOCCOCCO2
  8	12	1.0	0.0
O=C(NCCOc1ccc(-c2ccco2)nn1)c1ccccc1
  2	1	-1.0	0.1
O=C1CSC(=O)N1Cc1ccccc1Cl
  3	2	-0.6	0.0
O=C(COc1cccc([N+](=O)[O-])c1)N/N=C\C(Br)=C\c1ccccc1
  -1	-1	-0.9	0.0
CC1Oc2ccccc2N(Cc2ccc(C(F)(F)F)nc2)C1=O (configuration not stated)
  -9	1	0.0	0.1
Cc1ccc(N(CC(=O)NCCC2=CCCCC2)S(C)(=O)=O)cc1Cl
  18	3	15*	-0.1
CC(C)COC(=O)Nc1nn2c(-c3ccccc3)nnc2s1
  -7	4	1.6	0.0
CC1=C(C(=O)OCC2CCCO2)C(c2ccccc2Cl)CC(=O)N1 (configuration not stated)
  16	7	-0.3	1.0
COc1ccccc1N1C(=O)c2cccc3c(N4CCCCC4)ccc(c23)C1=O
  -5	-8	-0.5	1.1
COc1cc(OC)cc(C(=O)OCc2ccc(C#N)cc2)c1
  5	4	0.1	0.1
Cc1nn(-c2ccccc2)c2c1C(=O)C(Br)C(C)(C)C2 (configuration not stated)
  36	13	0.2	0.0
N#Cc1ccc(OCC(=O)Nc2nc(-c3cc4ccccc4o3)cs2)cc1
  10	-18	1.5	-0.1
COc1ccc(C(=O)NCCc2nnc3n2CCN(Cc2ccc(CO)o2)CC3)cc1
  9	0	0.2	0.1
OCCNc1ccnc(Nc2ncccn2)n1
  2	-3	1.6	0.0
Cc1ccc(N=C2SC(C(=O)O)CC(=O)N2C)cc1C (configuration not stated)
  9	-5	-0.3	0.1
COc1ccc(OC)c(N(CC(=O)NCCc2ccc(OC)c(OC)c2)S(=O)(=O)c2ccc(OC)c(OC)c2)c1
  18	16	0.3	0.7
COc1ccc(Cn2c(SCC(=O)NC3CCCCC3)nc3ccsc3c2=O)cc1
  11	5	-1.2	0.1
Cc1cc(Cl)ccc1NC(=O)N[C@H]1C[C@H]2C(=O)N[C@@H](CC(C)C)C(=O)N2C1
  16	-7	-1.3	0.2
O=C(NCc1nc2ccccc2[nH]1)C1CCCCC1
  18	-10	-0.7	0.7
O=C1CCC([N+](=O)[O-])C(c2ccc(C(F)(F)F)cc2)N1 (configuration not stated)
  7	-12	-0.2	0.2
CC(=O)Nc1ccc(OCC[n+]2ccc(CCS(=O)(=O)O)cc2)cc1
  7	6	0.7	0.3
N/C(Cc1cccs1)=N\OC(=O)COc1ccccc1
  6	-20	-1.4	0.7
NS(=O)(=O)c1ccc(NC(=O)CCC2CCCCC2)cc1
  -11	-12	1.3	0.3
COC(=O)CNc1ccc(C(F)(F)F)cc1[N+](=O)[O-]
  10	-8	0.7	0.0
Cc1c(C(=O)N2CCCC(C)C2)sc2ncnc(NCc3ccco3)c12 (configuration not stated)
  2	-5	-0.2	0.2
Cc1ccc(C)c(N2CCN(C(=O)NCc3noc4ccccc34)CC2)c1
  1	6	1.7	0.0
Cc1ccc(-n2ncc3c2ncn2nc(-c4ccccc4)nc32)cc1
  5	-8	-1.0	0.0
COCCN(Cc1ccccc1)C(=O)C1CCN(C(=O)Nc2ccccc2)CC1
  -2	-2	-0.1	0.1
COc1ccc(CCNc2nc(-c3c(C)noc3C)ncc2C)cc1
  -4	41*	0.5	0.1
CC1CCCN(C(c2nnnn2Cc2ccc(F)cc2)C(C)C)C1 (configuration not stated)
  9	19	-0.3	1.1
COc1cccc2cc(C(N)=O)c(=Nc3ccc(O)cc3)oc12
  6&5	6&14	-2.9&0.6	0.1&-0.1
Cc1ccc(N2CC(O)=C(c3nc4ccccc4[nH]3)C2=N)cc1Cl
  6	3	0.0	0.6
Cc1nn(C(=O)c2ccc(F)cc2)c(C)c1S(=O)(=O)N1CCCCC1
  8	4	-0.2	-0.1
Cc1ncc2c(c1CNC(=O)c1ccsc1)CCN(C(=O)C1(c3ccccc3)CC1)C2
  0	2	0.0	-0.1
